NR5A2 inv ag: inverse agonists of human LRH-1 (NR5A2) | 360,000 tested, 0.13% active | HEK293T StAR-luciferase reporter, LRH-1 transfected, 24 h | AID 602396 | inhibition, % at 3.6 µM | O00482;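 active = inhibition above the mean inhibition of all tested compounds plus 3 SD, cut at about 73% in these data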;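 also: 0% = DMSO wells and 100% = reporter-only cells lacking LRH-1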
Target sequence (O00482 whole entry, looked up): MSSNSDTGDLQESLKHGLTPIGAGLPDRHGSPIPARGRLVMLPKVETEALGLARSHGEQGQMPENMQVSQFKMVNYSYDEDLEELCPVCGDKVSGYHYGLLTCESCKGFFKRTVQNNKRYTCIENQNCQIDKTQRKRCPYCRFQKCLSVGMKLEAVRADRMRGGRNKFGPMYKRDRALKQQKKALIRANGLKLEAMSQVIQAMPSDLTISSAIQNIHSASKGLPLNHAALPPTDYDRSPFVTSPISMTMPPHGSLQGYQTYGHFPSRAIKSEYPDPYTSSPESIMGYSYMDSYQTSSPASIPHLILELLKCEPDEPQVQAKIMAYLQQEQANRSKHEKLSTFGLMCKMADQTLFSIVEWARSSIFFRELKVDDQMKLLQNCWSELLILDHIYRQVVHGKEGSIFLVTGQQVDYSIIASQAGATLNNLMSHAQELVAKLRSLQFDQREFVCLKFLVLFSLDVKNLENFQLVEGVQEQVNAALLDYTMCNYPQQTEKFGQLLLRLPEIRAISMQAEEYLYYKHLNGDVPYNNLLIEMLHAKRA
NCOA3 inh: inhibitors of human steroid receptor coactivator 3 (SRC3); HEK293 GAL4-SRC3 luciferase reporter, luminescence; inhibition, % at 3.6 µM; 360,000 tested, 0.17% active;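 active = inhibition above a per-campaign cutoff, the mean of all compounds plus 3 SD, cut at about 60% in these data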;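 also: 0% = DMSO-treated cells and 100% = gossypol-treated cells at 36 µM; higher means less SRC3-driven luciferase light from the GAL4 reporter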
COUP-TFII inh: NR2F2 (human) inhibition, primary screen; P24468; HEK293T NGFI-A luciferase reporter, luminescence; inhibition, % at 8.6 µM; 370,000 tested, 0.7% active; AID 686940;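 active = inhibition above a per-plate cutoff, mean inhibition of test wells between control levels plus 3 SD, cut at about 38% in these data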;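 also: cells cotransfected with COUP-TFII expression vector driving the NGFI-A reporter; 0% = median of COUP-TF2 test wells and 100% = reporter-only cells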
Target sequence (P24468 whole entry, looked up): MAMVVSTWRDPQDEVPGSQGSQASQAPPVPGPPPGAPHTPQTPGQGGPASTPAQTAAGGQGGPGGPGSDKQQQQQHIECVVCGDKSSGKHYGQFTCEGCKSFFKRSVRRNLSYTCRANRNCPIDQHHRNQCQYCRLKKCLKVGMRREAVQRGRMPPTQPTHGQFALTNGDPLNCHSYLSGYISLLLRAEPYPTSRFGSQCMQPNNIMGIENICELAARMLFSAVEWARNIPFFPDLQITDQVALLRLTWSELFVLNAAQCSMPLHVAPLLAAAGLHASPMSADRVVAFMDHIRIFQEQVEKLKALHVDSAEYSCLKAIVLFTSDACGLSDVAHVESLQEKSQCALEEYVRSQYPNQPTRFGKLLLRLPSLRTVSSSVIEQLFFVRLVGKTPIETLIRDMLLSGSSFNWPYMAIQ
LMP1 NFkB inh: Epstein-Barr LMP1 NF-kappaB reporter inhibition; LMP1-induced NF-kappaB luciferase reporter cells, luminescence; inhibition, % at 12.5 µM; 350,000 tested, 0.69% active; AID 504558; in the data active = inhibition above about 41%; inconclusive = no clear call, values can overlap the other calls;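 also: 0% = neutral control wells and 100% = reference inhibitor control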
NOD2-RIPK2 inh: NOD2-RIPK2 protein interaction inhibition; O43353; CHO BLA complementation NOD2-RIPK2, CCF4 ratio; inhibition, % at 4.98 µM; 360,000 tested, 0.38% active; in the data active = inhibition above about 21%;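 also: 0% = vehicle only and 100% = reference blocker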
Vif imaging: inhibitors of HIV Vif | HEK293T cells, Vif self-association by quenched fluorescence, imaging, 24 h | inhibition, % at 7.49 µM | 340,000 tested, 0.35% active; in the data active = inhibition above about 50%, passing the limit was not always enough; inconclusive = no clear call, values can overlap the other calls; inactive = below about 31%; also: some results filed as inactive read as strong as hits
C8 TRAIL sens: caspase-8 TRAIL sensitization. NB7+C8 cells + TRAIL, ATPlite viability luminescence. inhibition (viability loss, TRAIL sensitization), % at 10 µM. 360,000 tested, 1% active. AID 624354;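 active = compounds causing at least 50% loss of cell viability in the single-dose screen, relative to plate controls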
NCOA1 inh: human NCOA1 inhibition | inhibition, % at 3.6 µM | 360,000 tested, 0.12% active | Q15788 | HEK293 GAL4-SRC1 luciferase reporter, luminescence | AID 588354;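 active = inhibition above the campaign mean plus 3 SD, with each screening campaign given its own cutoff, cut at about 60% in these data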;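 also: 0% = DMSO treated cells and 100% = gossypol at 36 µM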
NCOA2 inhibitor: human SRC2 (NCOA2) inhibition; Q15596; HEK293 GAL4-SRC2 luciferase reporter, luminescence; inhibition, % at 9 µM; 370,000 tested, 0.17% active; AID 651957;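 active = inhibition above the mean inhibition of all tested compounds plus 3 SD, set per campaign, cut at about 52% in these data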;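 also: 0% = DMSO treated cells and 100% = cells given Gossypol at 36 µM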
TLR9-MyD88 block: TLR9-MyD88 interaction inhibition; Q9NR96+Q99836; CHO BLA complementation TLR9-MyD88, CCF4 FRET ratio; inhibition, % at 4.98 µM; 340,000 tested, 0.21% active;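 active = inhibition above the mean over all tested compounds plus 3 SD, cut at about 21% in these data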;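 also: 0% = DMSO only wells and 100% = clavulanate BLA inhibitor control wells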
TROY NFkB inh: blocks TROY-dependent signaling in reporter cells; Q293 LMP1-TROYcd NF-kB luciferase reporter, 4 h; 360,000 tested, 0.98% active; inhibition, % at 10 µM; AID 1347056;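 active = compounds whose plate-normalised and pattern-corrected inhibition of the luciferase reporter signal at the single screening dose is 50% or more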
The depositor's hits bear a star; ? = inconclusive; . = no result given. Some of the compounds tested; rates above refer to the full screens.

A first look, 2 compounds:
SMILES	NR5A2 inv ag	NCOA3 inh	COUP-TFII inh	LMP1 NFkB inh	NOD2-RIPK2 inh	Vif imaging	C8 TRAIL sens	NCOA1 inh	NCOA2 inhibitor	TLR9-MyD88 block	TROY NFkB inh
Cc1ccc(S(=O)(=O)NCCC(=O)Nc2nccs2)cc1	4	9	-17	1	-7	0	7	7	-1	3	-10
CC1(C)Cc2c(sc3c2C(=O)N(c2ccccc2)C2=NCCN23)CS1	15	14	3	5	-3	-1	-5	0	-2	-5	12

Main list, from the start:
SMILES	NR5A2 inv ag	NCOA3 inh	COUP-TFII inh	LMP1 NFkB inh	NOD2-RIPK2 inh	Vif imaging	C8 TRAIL sens	NCOA1 inh	NCOA2 inhibitor	TLR9-MyD88 block	TROY NFkB inh
Cc1ccc(S(=O)(=O)NCCC(=O)Nc2nccs2)cc1	4	9	-17	1	-7	0	7	7	-1	3	-10
CC1(C)Cc2c(sc3c2C(=O)N(c2ccccc2)C2=NCCN23)CS1	15	14	3	5	-3	-1	-5	0	-2	-5	12
NC(=S)N/N=C/c1ncc(C(F)(F)F)cc1Cl	32	22	.	?	-4	5	15	19	.	.	-15
Cc1noc(NS(=O)(=O)c2ccc(N/C=C\C(=O)c3cccc4ccccc34)cc2)c1C	-47	-7	4	5	-1	4	-1	-15	-42	6	-9
Cc1cccc(NC(=S)NNC(=O)CCn2nc(C)c([N+](=O)[O-])c2C)c1	-12	13	11	5	-3	-4	3	-12	-14	-11	-3
CCOC(=O)c1cccc(Nc2ncnc3ccccc23)c1	-53	2	-1	-4	-9	-9	11	-46	-7	1	-5
CCOc1ccccc1-n1c(SCC(=O)N2CCCc3ccccc32)nnc1-c1cccnc1	-1	5	11	-2	-4	-12	6	4	7	-7	-11
CC(=O)NS(=O)(=O)c1ccc(NS(=O)(=O)c2ccc(F)cc2)cc1	-3	13	8	3	-8	-6	-8	5	19	6	10
Cc1c(Cl)cccc1NC(=O)Cn1c(CCC(=O)O)ccc1-c1ccc(Cl)cc1	0	0	-16	-13	6	-4	4	-35	-8	-2	3
Cc1ccccc1NC(=O)C1Cc2ccccc2CN1C(=O)c1ccco1 (stereo not drawn)	-87	-42	-14	-25	-1	15	11	-31	-38	10	-19
Cc1cc(NC(=O)CN2C(=O)NC(CC(C)C)C2=O)ccc1Br (stereo not drawn)	11	18	-19	5	-5	-2	-3	-20	16	-7	-13
Cc1ccc(/C=C/C(=O)NC(=S)N2CCN(C)CC2)cc1	-40	1	-3	8	-5	0	-4	-29	-19	-7	-9

Continued; it opens with the 2 that closed the last part.
SMILES	NR5A2 inv ag	NCOA3 inh	COUP-TFII inh	LMP1 NFkB inh	NOD2-RIPK2 inh	Vif imaging	C8 TRAIL sens	NCOA1 inh	NCOA2 inhibitor	TLR9-MyD88 block	TROY NFkB inh
Cc1cc(NC(=O)CN2C(=O)NC(CC(C)C)C2=O)ccc1Br (stereo not drawn)	11	18	-19	5	-5	-2	-3	-20	16	-7	-13
Cc1ccc(/C=C/C(=O)NC(=S)N2CCN(C)CC2)cc1	-40	1	-3	8	-5	0	-4	-29	-19	-7	-9
O=C(CCCN1C(=O)c2cccc3cccc(c23)C1=O)N1CCN(c2ccccc2)CC1	-2	20	8	9	-9	4	1	14	-8	-4	2
CCOC(=O)CSc1nc2ccc(NC(=O)CSc3nnnn3Cc3ccccc3)cc2s1	9	2	16	5	-5	-6	-14	12	2	-10	9
COc1cc(/C=N/Nc2ccc(C(F)(F)F)cn2)cc(OC)c1O	-20	1	6	-6	3	.	12	-2	-22	4	14
Cc1ccc(OCC(=O)NNC(=O)CSC(=S)N2CCCC2)cc1	11	10	14	-6	0	-4	1	-15	1	8	0
CCCC1(C)NC(=O)c2ccccc2O1 (stereo not drawn)	11	13	9	-7	1	-3	-10	-15	6	3	2
CCCCC(NC(C)=O)c1nc2ccccc2[nH]1 (stereo not drawn)	-10	-7	12	5	-4	-5	-11	-10	16	9	-6
CCCCCN1C/C=C\C(c2ccc(OC)cc2)N(Cc2ccc(F)cc2)C(=O)C1 (stereo not drawn)	-24	6	5	6	0	.	4	6	6	-8	-2
O=C(CSC(=S)N1CCCC1)NCC(=O)Nc1ccccc1Br	18	2	0	-4	-6	2	42	-16	-5	-10	-4
Cc1nc(CN(C)Cc2nc(Cc3cccc(F)c3)no2)cs1	-2	0	0	-6	-8	-1	-8	-11	-22	-6	-10
COc1ccc(C(CNC(=O)CSc2ccccc2)N2CCOCC2)cc1 (stereo not drawn)	-14	-22	1	1	-14	-4	-1	-11	5	3	-5
O=C(CN1CCC(c2nc3ccccc3s2)CC1)N1CCCCC1	-2	2	-7	0	-3	19	-4	-6	1	-10	7
Cn1nccc1C(=O)N1CCCC(N2CCN(c3cccc(C(F)(F)F)c3)CC2)C1 (stereo not drawn)	-13	1	12	9	-4	-3	9	0	14	-8	-7
O=C1N(c2ccccc2)C[C@@H]2C[C@@H](c3cccs3)N3CCC[C@@]123	13	24	18	0	8	-8	31	-68	-24	8	1
COC(=O)c1ccc(CSc2nnc(-c3ccc4c(c3)OCO4)n2-c2ccccc2)o1	10	7	2	-7	-9	-5	1	2	-2	-7	-4
CCCSc1nc2sc3c(c2c(=O)n1-c1ccc(OC)cc1)CCN(C)C3	3	10	3	11	-9	-10	8	4	-3	-5	9
O=C(Nc1ccccc1F)c1csc([C@@H]2C[C@H](O)[C@@H](CO)O2)n1	-9	-5	-9	.	-4	2	-16	-28	6	.	1
Cc1cc(C)cc(C(=O)NN2CCOCC2)c1	4	3	2	-13	-7	10	-7	-13	0	-9	0
COc1ccc(OC)c(CCNC(=O)CCC(=O)N2CCOc3ccc(C)cc32)c1	-9	7	4	-9	4	.	-1	13	-15	-2	3
CCOc1ccc(NC(=O)CN(C)C(=O)c2c(C)nn(-c3ccc(F)cc3)c2Cl)cc1OCC	7	4	-13	-1	2	0	7	7	-6	8	-7
COc1ccc(CN2CCNC(=O)C2CC(=O)N(C)Cc2ccccn2)cc1OC (stereo not drawn)	2	-4	0	5	-5	-8	-6	-3	-41	4	11
COc1cc2c(cc1OC)CN(C(=O)CN1C(=O)NC3(CCCCC3C)C1=O)CC2 (stereo not drawn)	2	3	2	-1	15	0	2	-9	-11	-6	-5
O=C(CN(CC1CCCO1)C(=O)CNS(=O)(=O)c1ccc(Cl)cc1)NC1CCCC1 (stereo not drawn)	-21	-12	11	-14	-4	-26	15	6	-5	-1	10
COc1cc(C)c(Cl)cc1S(=O)(=O)NCCN1CCOCC1	13	1	-2	5	-5	18	4	13	-18	-10	-4
CCOc1ccc(NS(=O)(=O)c2cc(NC(=O)C3CC3)ccc2C)cc1Br	12	16	-6	8	-2	8	-6	2	2	6	13
O=C1C(Cc2ccccc2)SC(=Nc2ccccc2)N1c1ccccc1 (stereo not drawn)	-20	2	-3	5	-2	0	8	-27	-14	-7	-30
CC(=O)c1ccc(S(=O)(=O)N2CCN(c3nc(-c4cccnc4)nc4ccccc34)CC2)cc1	22	11	3	-7	-10	7	9	-1	-27	-15	2
O=C(CSc1nnc(N2CCCC2)n1-c1cccc(Cl)c1)N1CCN(c2ccccn2)CC1	3	-20	-5	-5	-6	-6	-2	4	-24	6	-20
CCOc1ccc(NC(=O)C2CCCN(S(=O)(=O)c3c(C)noc3C)C2)cc1 (stereo not drawn)	1	-2	0	-4	-15	-1	8	-4	-10	-2	7
Cc1ccc(S(=O)(=O)N2CCCCC2c2cccnc2)c(C)c1C (stereo not drawn)	-27	19	18	-3	-7	-4	5	-1	-2	0	9
COc1ccc(NC(=O)N2Cc3ccccc3CC2C(=O)NC(C)(C)C)cc1 (stereo not drawn)	13	8	8	-4	2	.	-10	-13	-8	-3	-37
Cc1ccc(C(C)C)c(OCCOCCN2CCNCC2)c1	-10	21	20	.	-8	5	4	4	-10	.	-10
COc1ccccc1NC(=O)CN1CCN(Cc2ccccc2)CC1	-8	-5	0	-9	-4	6	-6	7	-7	8	-4
O=C(NCc1ccc(Cl)cc1)c1ccc(CSc2nc3ccncc3[nH]2)cc1	4	13	-8	-7	-2	-4	-2	-2	-5	-1	19
Cc1cc(Nc2cccc(F)c2)nc(NCc2ccccc2)n1	27	-8	33	10	1	-2	26	10	17	-5	33
N#C/C(=C\c1ccc(OCc2ccc(Cl)cc2)cc1)C(=O)Nc1cccc(C(=O)O)c1	9	-9	-8	5	-6	-1	18	-20	-13	4	-34
O=C(Nc1ccc(Oc2ccc3ccccc3c2)cc1)c1ccco1	8	-12	0	12	5	-8	11	-13	-8	-9	13
COc1ccc(S(N)(=O)=O)cc1-c1nnc2c3ccccc3c(C)nn12	3	-13	-16	-5	-3	0	-3	3	10	8	-6
O=C(Nc1ccc(S(=O)(=O)Nc2nccs2)cc1)C1CC(=O)N(c2ccccc2)C1 (stereo not drawn)	-13	0	.	-1	1	-9	-1	2	.	-7	8
CCCN=C1N(CC)C[C@@H]2[C@@H]3C(=O)N(C)C(=O)[C@@H]3[C@](CC)(C(=O)OC)N12	25	-5	-8	5	-11	12	-16	11	-3	-6	-9
COc1ccc([N+](=O)[O-])c(OC)c1C(=O)NC(=O)Nc1c(F)cc(F)cc1F	14	28	-2	-12	10	0	0	2	10	-2	1
C#CCOC(=O)C(NC(=O)c1ccccc1)=C1CCCCC1	0	-21	-3	6	9	21	-7	11	1	6	0
CCOC(=O)CCCCCC(=O)Nc1ccc2c(c1)C(=O)N([C@@H](C)CO)C[C@@H](C)[C@H](CN(C)S(=O)(=O)c1cccs1)OCCCC[C@H](C)O2	11	-6	9	-1	-9	3	9	0	-2	-1	-18
CC12CCC(C(=O)N3CCc4ccccc43)(CC1=O)C2(C)C (stereo not drawn)	-9	12	4	-3	-1	-12	4	-24	0	-11	4
COc1ccccc1CNC(=S)NC1CCCC1	8	10	1	0	-17	0	3	11	16	-2	0
Fc1cccc(Cl)c1CNC(c1ccccc1)c1ccccc1	28	3	12	-3	-1	-4	-5	7	30	13	-25
CCC(C)N(C(=O)COC(=O)CSc1ccc(C)c(C)c1)C1CCS(=O)(=O)C1 (stereo not drawn)	12	10	4	-3	4	13	-5	-11	-10	-5	0
Cc1nn2c(nc1=O)NNC2(C)C(C)(C)C (stereo not drawn)	-3	21	-6	-7	2	5	-3	-2	12	1	7
COc1cc2c(cc1OC)CN(Cc1cc(=O)oc3c(C)c(C)ccc13)CC2	-5	17	17	12	-6	0	6	19	10	-7	-17
N#Cc1c(-c2ccc(Cl)cc2)c2c([nH]c1=O)-c1ccccc1OC2	5	10	12	8	-10	0	-18	18	-21	-8	7
CCOc1ccc(/C=N/OCC(=O)Nc2ccc3c(c2)OCO3)cc1	4	0	-11	-7	11	-4	0	-2	-1	9	-3
Cc1ccc([C@H]2C[C@@H](O)[C@H](n3cc(COC(=O)c4ccccc4)nn3)CN2C(=O)c2cccs2)cc1	12	-2	-7	-3	-5	-3	-15	2	-28	-15	-9
O=C(N/C(=C/c1ccccc1)C(=O)N1CCCCC1)c1ccco1	3	-20	3	3	7	-5	-3	-38	-13	-7	-3

Screening results: PubChem BioAssay, several laboratories
